# 15-hLO inh = qHTS Assay for Inhibitors of 15-hLO (15-human lipoxygenase); Polyunsaturated fatty acid lipoxygenase ALOX15 (Homo sapiens), P16050; purified 15hLO-1, xylenol orange hydroperoxide absorbance; Potency, µM (doses to about 57.1 µM), inactives show at the highest dose activity change, negative = inhibition, actives largely listed as inhibitors; 74,000 compounds, 1.4% hits; further: potency means the concentration at half of the fitted maximal effect; on the % scale 0 is the no-effect control and ±100 the full control effect; nearly all actives have a fitted effect of over 55% in size
# Target sequence (P16050 whole entry, looked up): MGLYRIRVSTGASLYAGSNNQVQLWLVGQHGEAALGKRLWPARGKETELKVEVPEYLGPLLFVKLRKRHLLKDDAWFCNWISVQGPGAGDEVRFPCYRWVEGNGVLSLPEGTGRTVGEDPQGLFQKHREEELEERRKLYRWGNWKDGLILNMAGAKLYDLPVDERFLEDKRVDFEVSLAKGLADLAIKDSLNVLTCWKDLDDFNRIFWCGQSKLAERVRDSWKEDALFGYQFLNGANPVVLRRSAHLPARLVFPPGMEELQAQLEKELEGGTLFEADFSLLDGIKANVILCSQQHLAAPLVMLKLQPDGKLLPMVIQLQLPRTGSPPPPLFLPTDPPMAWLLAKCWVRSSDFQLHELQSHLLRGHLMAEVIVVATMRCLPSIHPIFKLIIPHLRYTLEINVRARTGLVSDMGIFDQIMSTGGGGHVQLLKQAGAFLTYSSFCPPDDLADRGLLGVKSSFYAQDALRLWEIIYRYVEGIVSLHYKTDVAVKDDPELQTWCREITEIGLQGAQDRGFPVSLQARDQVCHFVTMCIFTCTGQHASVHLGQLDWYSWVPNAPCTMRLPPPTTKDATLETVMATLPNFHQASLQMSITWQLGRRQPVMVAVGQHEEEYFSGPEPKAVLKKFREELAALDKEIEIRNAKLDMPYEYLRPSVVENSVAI
#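 Quantitative HTS in 25 mM Hepes pH 7.5 containing 0.01% Triton X-100: human 15hLO-1 at 40 nM, arachidonic acid at 50 uM, 6 min turnover. Product quantified via ferrous oxidation/xylenol orange, 573:405 nm absorbance ratio.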
# Hsp90 Hop PPI = qHTS Assay for Disrupters of an Hsp90 Co-Chaperone Interaction; Hsp90 C-terminal peptide / TPR2A (Hop) interaction, human; AlphaScreen TPR2A-His6 binding biotin-Hsp90 C-terminal peptide; Potency, µM (top dose mostly 57 µM), inactives show at the highest dose activity change, negative = inhibition; 71,000 compounds, 0.44% hits; AID 595, 2007; active means well fitted curve in either direction with a large enough effect; inconclusive means small, poorly fitted or top-dose-only effect, or another doubt; further: potency means the concentration at half of the fitted maximal effect; on the % scale 0 is the no-effect control and ±100 the full control effect; many of its hits are not listed in these tables
# HBB splice mod = qHTS Assay for Modulators of Hemoglobin Beta Chain Splicing. HBB splicing reporter cell assay, activation; EGFP reporter with mutant IVS2-654 intron; response scale: normalised to 500 nM splice-correcting PNA. Potency, µM (series often up to 46.1 µM), for the others: top-dose activation, most hits filed as activators. 65,000 compounds, 0.06% hits. AID 925, 2007; further: potency means the concentration at half of the fitted maximal effect; 0% is about no effect
#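 Compounds were applied for 2 days to HeLa EGFP-654 cells, 500/well in Optimem with 2% FCS. The reporter's EGFP is disrupted by mis-splicing of beta-globin intron IVS2-654. Readout: summed well GFP fluorescence from 488 nm laser scanning; reference was 500 nM antisense […] 654 PNA.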
# Pol III holo inh = qHTS Assay for Inhibitors of DNA Polymerase III Holoenzyme System; reconstituted DNA polymerase III holoenzyme replication, biochemical; Potency, µM (highest dose often 57.1 µM), for the others: top-dose activity change, negative = inhibition; 71,000 compounds, 0.25% hits; AID 603, 2007; further: potency means the concentration at half of the fitted maximal effect; on the % scale 0 is the no-effect control and ±100 the full control effect
#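 Reconstituted *E. coli* holoenzyme (0.35 nM Pol III, 1 nM beta, 154 nM SSB, 2 nM primase) was preincubated with compound for 15 min at RT. Synthesis on 1.4 nM ssM13Gori ran 35 min, then was stopped with PicoGreen/EDTA and read as dsDNA fluorescence.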
# Fluorescein autfl = qHTS Assay for Spectroscopic Profiling in Fluorescein Spectral Region | Compound autofluorescence, 480/540 nm, fluorescein-equivalent; active compounds read high | max fluorescein-equivalent concentration, M | 59,000 compounds, 0.91% hits; in the data active means max fluorescein-equivalent concentration above about 10 nM; inconclusive means between about 1.1 nM and that limit
#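 Fluorescein stocks ranging 3 mM down to 300 nM, plus DMSO blanks, were pinned alongside compounds to build a per-plate standard curve. Buffer: 100 mM Tris, pH 8.0. Incubation 15 min, room temperature; filters 480/540 nm.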
# Rhodamine autofl = qHTS Assay for Spectroscopic Profiling in Rhodamine Spectral Region. 59,000 compounds, 0.05% hits. Rhodamine-region fluorescence, 547/598 nm, Tris buffer; active compounds read high. max dye-equivalent concentration, M; in the data active means max dye-equivalent concentration above about 11 nM; inconclusive means between about 1.1 nM and that limit
#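 Intensities are converted to rhodamine-equivalent concentration using a six-point rhodamine standard on each plate. Compounds sit 15 min at room temperature in 100 mM Tris buffer, pH 8.0; read uses the 547/598 nm excitation/emission pair.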
# UbGFP stabilizer = Ubiquitin-GFP Assay; Ubiquitin-GFP reporter cells, proteasome inhibition, GFP fluorescence; response scale: untreated = 0%, 10 µM MG-132 = 100%; Potency, µM (top dose mostly 45.9 µM), for inactives: top-dose activation (GFP accumulation), most hits filed as activators; 67,000 tested, under 10 active; active means well fitted activation curve with a large enough effect, not every such curve was filed as active; inconclusive means small, poorly fitted or top-dose-only effect, or another doubt; inactive means no such curve, though single readings can be large or run the other way; further: potency means the concentration at half of the fitted maximal effect
#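 U2OS cells stably expressing ubiquitin(G76V)-GFP, seeded overnight in 0.5% FBS medium, were exposed to compounds (qHTS, 46 uM to 2.9 nM) for 4 hr at 37 °C. GFP-positive cells were counted by laser cytometry (488 ex/515 em), normalized between basal and 10 uM MG-132.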
# Epigenetic mod = qHTS Assay for Epigenetic Modulators | 68,000 compounds, 0.09% hits | AID 597, 2007 | Potency, µM (top dose mostly 46.1 µM), for inactives: top-dose GFP derepression (activation) | mouse C127i GFP locus derepression, cytometry, 30 h; further: % of control where 0% means no effect
#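 Locus derepression in mouse mammary C127i cells whose integrated CMV-GFP reporter is normally silent; GFP expression after 30 h compound treatment was quantified by counting fluorescent cells.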
# HADH2 inh = qHTS Assay for Inhibitors of HADH2 (Hydroxyacyl-Coenzyme A Dehydrogenase, Type II). 3-hydroxyacyl-CoA dehydrogenase type-2 (Homo sapiens), Q99714. Potency, µM (series often up to 57.1 µM), without a hit: top-dose activity change, negative = inhibition, hits mostly inhibitors. recombinant HADH2, NADH fluorescence, beta-hydroxybutyryl-CoA. 73,000 compounds, 3.4% hits; further: potency means the concentration at half of the fitted maximal effect; on the % scale 0 is the no-effect control and ±100 the full control effect; nearly all actives have a fitted effect of over 60% in size; many of its hits are not listed in these tables
# Target sequence (Q99714 whole entry, looked up, one chain of several): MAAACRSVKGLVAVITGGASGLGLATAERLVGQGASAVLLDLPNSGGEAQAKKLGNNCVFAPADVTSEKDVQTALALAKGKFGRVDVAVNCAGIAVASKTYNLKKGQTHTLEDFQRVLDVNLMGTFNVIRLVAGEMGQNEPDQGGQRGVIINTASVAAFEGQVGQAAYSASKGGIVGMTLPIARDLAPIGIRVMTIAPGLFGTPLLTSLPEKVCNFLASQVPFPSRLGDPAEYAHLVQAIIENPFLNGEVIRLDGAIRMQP
#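 Buffer 100 mM Tris-HCl pH 9.0/0.01% Tween-20; HADH2 20 nM; NAD+ 1 mM; beta-hydroxybutyryl-CoA 90 uM (all final). 15 min cpd preincubation, RT.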
# TexasRed autofl = qHTS Assay for Spectroscopic Profiling in Texas Red Spectral Region; Compound fluorescence, Texas Red channel, 547/618 nm; active compounds read high; max dye-equivalent concentration, M; 59,000 compounds, 0.06% hits; in the data active means max dye-equivalent concentration above about 10 nM; inconclusive means between about 1.1 nM and that limit
#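 Compound titrations in 100 mM Tris pH 8.0 were incubated 15 min at room temperature and read at 547 nm excitation / 618 nm emission. Texas Red six-point standard curve on each plate converted fluorescence to dye-equivalent concentration.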
# 4-MU autofl = qHTS Assay for Spectroscopic Profiling in 4-MU Spectral Region; compound autofluorescence, 340/450 nm, 4-MU equivalents; active compounds read high; max dye-equivalent concentration, M; 59,000 compounds, 11% hits; AID 589, 2007; in the data active means max dye-equivalent concentration above about 10 nM; inconclusive means mostly about 1.1 nM to 9.6 nM
#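 Compounds in 100 mM Tris, pH 8.0, sat 15 min at room temperature before fluorescence was read at 340 nm excitation/450 nm emission; a per-plate six-point 4-MU standard curve converted signals to dye-equivalent concentration at each compound concentration.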
# * = called active by the depositor; i = inactive; ? = inconclusive; . = not tested or not shown; [ ] = another dose, or the depositor's remark. Unless noted, the call rests on the fitted dose curve; in most records, active means well fitted curve in the direction sought with a large enough effect; inconclusive means small, poorly fitted or top-dose-only effect, or another doubt; inactive means no such curve, though single readings can be large; an effect the other way counts as inactive or inconclusive. Not all compounds are listed (hit frequency here may not be typical).
SMILES,15-hLO inh,Hsp90 Hop PPI,HBB splice mod,Pol III holo inh,Fluorescein autfl,Rhodamine autofl,UbGFP stabilizer,Epigenetic mod,HADH2 inh,TexasRed autofl,4-MU autofl
Cc1[nH]c2ccccc2c1C(=O)CN1CCCC1,-28.3%,-4.5%,1.0%,-1.5%,?,i,6.8%,1.7%,2.6%,?,i
Cc1ccccc1-n1nc2c(c1NC(=O)c1ccc(S(=O)(=O)N(C)C)cc1)CSC2,-14.6%,-1.3%,-0.6%,-4.5%,i,i,6.5%,2.2%,25.8%,i,i
COc1ccc(CCNC(=O)COC(=O)c2cnccn2)cc1,0.6%,-4.1%,0.9%,2.0%,i,i,-3.6%,-0.8%,10.4%,i,i
O=C1CSC(c2cn(-c3ccccc3)nc2-c2cccs2)N1CC1CCCO1 (stereo unspecified),-5.6%,-3.2%,-1.7%,3.1%,?,i,-0.8%,0.0%,-6.1%,?,i
COc1cc(C(=O)N(Cc2ccco2)Cc2cc3ccccc3[nH]c2=O)cc(OC)c1OC,-7.8%,-2.6%,-0.8%,-2.8%,i,i,1.6%,7.7%,-1.9%,?,i
Cc1cccc(OCC(O)CN2C(C)(C)CC(O)CC2(C)C)c1C (stereo unspecified),7.8%,-0.6%,2.2%,-6.5%,i,i,4.8%,-4.2%,15.8%,i,i
COCCNC(=O)CS(=O)(=O)Cc1nc(-c2ccc(C)cc2)oc1C,-0.9%,-0.3%,-1.0%,-2.5%,.,.,10.3%,-3.1%,6.4%,.,.
Cc1nc2nc(SCC(N)=O)[nH]c2cc1Br,-4.4%,-4.2%,1.1%[0.369 µM],-5.7%,i,i,4.1%,1.6%,-3.4%,?,i
CCOC(=O)N1CCN(S(=O)(=O)c2cc(OCC)ccc2OCC)CC1,5.6%,-3.2%,0.1%,1.4%,i,i,3.6%,1.8%,3.2%,i,i
CC(=O)c1c(N2CCCCC2)nc(=S)n(-c2ccccc2)c1C,-5.2%,-4.5%,1.4%[9.22 µM],-12.1%,.,.,-9.6%,0.0%,-15.7%,.,.
O=C1CCC(=O)N1c1nc2n(n1)C(c1ccccc1)C=C(c1ccc(Br)cc1)N2 (stereo unspecified),.,.,.,.,?,i,.,2.2%[20.6 µM],.,i,?
O=C(CC1Oc2ccccc2NC1=O)NCCCN1CCOCC1 (stereo unspecified),8.2%,-3.9%,-0.5%,0.4%,.,.,6.5%,9.7%,-2.2%,.,.
Cc1cc(NC(=O)c2cc(-c3ccccc3)on2)n(-c2ccccc2)n1,-5.7%,-0.3%,4.4%,-10.5%,?,i,-7.5%,-2.7%,13.6%,i,i
Cc1ccc2c(c1)N(CCCC(=O)NCCCN1CCCC1=O)C(=O)CO2,-7.0%,-1.3%,-0.7%,-0.7%,.,.,5.9%,-3.4%,3.1%,.,.
Nc1ccccc1-c1nc2ccccc2[nH]1,7.2%,-5.6%,-0.2%,-5.9%,i,i,-0.8%,0.0%,25.1µM*,i,3.81e-07M*
O=C(O)C(c1ccccc1)N1CCCC1 (stereo unspecified),0.0%,-2.4%,.,-1.7%,i,i,0.1%,-1.3%,7.5%,i,i
Cc1c(Cl)ccc2c1NC(=O)[C@]21N[C@@H](CCC(N)=O)[C@H]2C(=O)N(c3ccc(F)cc3)C(=O)[C@H]21,-2.2%,-3.8%,-1.8%,-4.3%,i,i,1.7%,2.9%,2.7%,i,i
CCOC(=O)Cc1c(C)nc2c(-c3ccc(Cl)cc3)c[nH]n2c1=O,39.9%[activator],-3.3%,-0.3%,0.5%,.,.,7.1%,0.0%,20µM*,.,.
O=C1c2ccccc2C(=O)c2c1ccc(C(=O)O)c2-c1ccc2ccccc2c1,-17.6%[11.4 µM],-17.9%[11 µM],-1.1%[9.22 µM],-14.4%[11.4 µM],?,i,-5.4%[9.17 µM],0.0%[9.22 µM],0.7%[11.4 µM],i,i
Cc1cc2c(cc1S(N)(=O)=O)S(=O)(=O)CCC2,0.2%[25.6 µM],-5.8%[26 µM],4.9%[20.6 µM],-3.9%[25.6 µM],i,i,4.3%[20.5 µM],2.1%[20.6 µM],9.4%[25.6 µM],?,i
Cc1cc(=O)oc2cc(OC(C)C(=O)N3CCCc4ccccc43)ccc12 (stereo unspecified),-29.9%,-5.9%,-1.2%,-5.6%,?,i,-2.2%,-3.2%,13.5%,?,3.89e-08M*
Cc1ccn2cc(C(=O)NC3CCN(Cc4ccccc4)CC3)nc2c1,20.0%,-9.1%,-4.1%,-4.5%,?,i,0.8%,-1.3%,19.2%,i,i
CC1CCc2c(C(=O)NCCCN3CCOCC3)csc2C1 (stereo unspecified),4.8%,-3.4%,-1.5%,-2.3%,?,i,8.5%,0.0%,3.9%,?,i
CC(CCc1ccccc1)NC(=O)C1CCN(c2nnc(-n3cccc3)s2)CC1 (stereo unspecified),6.2%,-3.5%,0.1%,-0.4%,.,.,7.1%,3.4%,-0.9%,.,.
C1CCC(Nc2nnnn2C2CCCCC2)CC1,12.2%,-0.5%,0.5%,-5.4%,.,.,-5.4%,-1.8%,9.7%,.,.
# Continued:
SMILES,15-hLO inh,Hsp90 Hop PPI,HBB splice mod,Pol III holo inh,Fluorescein autfl,Rhodamine autofl,UbGFP stabilizer,Epigenetic mod,HADH2 inh,TexasRed autofl,4-MU autofl
O=C(c1ccccc1-c1nc(-c2ccc(Cl)cc2)no1)N1CCCC1,?,-0.9%,-0.1%,-3.4%,i,i,-2.1%,-2.7%,3.4%,i,i
CC(C)(C)Cc1nnc(NS(=O)(=O)Cc2ccccc2)s1,5.8%[11.4 µM],-2.3%[11 µM],-2.0%[0.0738 µM],-8.8%[11.4 µM],.,.,-2.4%[9.17 µM],1.9%,-12.7%[11.4 µM],.,.
Cn1c(NCc2ccccc2)cc(=O)n(C)c1=O,17.8%,-6.0%,0.4%,-4.1%,i,i,-16.0%,-2.9%,4.2%,?,i
Cc1ccc(S(=O)(=O)N(C)CC(=O)Nc2cccc(C)n2)cc1,1.2%,0.6%,0.7%,-1.5%,?,i,-3.7%,2.2%,24.1%,i,4.06e-08M*
O=c1c2cc(N3CCOCC3)ccc2[nH]c(=S)n1CCCN1CCCCCC1,-9.1%,-7.9%,10.5%[0.369 µM],-6.3%,i,i,-5.2%,2.2%,-18.0%,i,1.45e-08M*
COc1ccc(NC(=O)N2CCC3(CC2)CCN(C(=O)c2csnn2)CC3)cc1,-5.3%,-5.3%,1.5%,-1.7%,i,i,7.0%,-4.5%[9.22 µM],-5.1%,i,i
NC1=NCCCC1,-2.3%[25.6 µM],-0.8%,.,0.1%,.,.,-5.5%,1.4%,3.5%,.,.
O=C(OCC(=O)N1CCOCC1)C(c1ccccc1)c1ccccc1,5.1%,3.7%,-0.4%[57.5 µM],1.4%,i,i,-3.3%,2.4%,-10.8%,i,i
Cc1cc(C2=CC(C)(c3cc(C)oc3C)Nc3nc(C(F)(F)F)nn32)c(C)o1 (stereo unspecified),-18.1%,-1.6%,10.0%,-4.5%,?,i,1.5%,3.9%,-0.9%,?,i
O=c1cc(CSc2ccccn2)[nH]c(=O)[nH]1,7.6%,-0.6%,.,1.8%,?,i,0.0%,-1.3%,11.0%,i,i
Cc1cc(C(=O)O)c(CCCN)s1,3.8%,-2.5%,-0.2%[57.5 µM],-7.0%,i,i,3.4%,2.1%,-3.7%,i,i
CN(Cc1cccs1)C(=O)CCc1ccc(S(=O)(=O)N2CCOCC2)cc1,-2.1%,-1.9%,0.0%[57.5 µM],-5.4%,i,i,2.8%,0.5%,0.4%,?,i
CC1=C2C(=O)OC(c3ccoc3)C2(C)CCC1 (stereo unspecified),-7.7%,?,.,-5.0%,i,i,0.0%,-1.2%,-4.3%,i,i
CCOC(=O)c1cccc(NC(=O)CS(=O)(=O)Cc2nc(-c3cccc(OC)c3)oc2C)c1,-10.1%,-2.8%,0.2%,-4.5%,i,i,1.1%,2.4%,8.0%,i,i
O=C(CCn1nc(-c2ccccc2)ccc1=O)NCCCN1CCCCCC1,?,-22.3%,-0.1%,-0.9%,?,i,-8.6%,-2.9%,2.9%,i,i
